# NCI-60 one-dose screen, 48 h, at 10 µM unless noted. Numbers give growth in % (100 = growth as untreated, 0 = no growth, -100 = all killed).
# HOP-92 – HOP-92 NSCLC cells; actives 6.3% (n = 71,000); AID 1794738
# RPMI-8226 – RPMI-8226 leukemia cells; actives 7.5% (n = 77,000)
# A549/ATCC – A549/ATCC NSCLC. actives 3.7% (n = 81,000)
# M14 – M14 melanoma; actives 6.2% (n = 80,000); AID 1794745
# CCRF-CEM – CCRF-CEM leukemia; actives 7% (n = 77,000)
# EKVX – EKVX NSCLC. actives 3% (n = 71,000)
# MDA-MB-435 – MDA-MB-435 melanoma; actives 7.8% (n = 82,000)
# HOP-62 – HOP-62 NSCLC; actives 3.9% (n = 80,000)
# Numbers without * were called inactive; nt = no result given; & = joins results of further samples. How the source made its calls: active means growth percent below 10; inactive means the rest.
1. CCOC(=O)C(C(=O)OCC)C1CCCCC1
2. Cc1cc(C)n(-c2nc(-c3ccc(Cl)cc3)c(C#N)c(N3CCOCC3)n2)n1
3. CC(c1ccccc1)c1ccc(O)cc1 (stereo not drawn)
4. O=C1c2ccccc2C(=O)N1CCC[P+](c1ccccc1)(c1ccccc1)c1ccccc1
5. CSc1nc(N)cc(C(N)=O)n1
Compound	1	2	3	4	5
HOP-92	82.4	75.3	41.6	96.4	61.1
RPMI-8226	100.9	84.6	89.7	64.0	105.8
A549/ATCC	96.8	91.2	91.7	104.8	99.3
M14	102.5	96.3	95.4	109.7	93.9
CCRF-CEM	nt	102.6	79.9	96.1	101.2
EKVX	nt	65.1	104.4	nt	93.6
MDA-MB-435	101.4	98.3	104.6	80.0	98.2
HOP-62	106.9	80.1	97.0	106.5	105.0

6. CC/C(C)=N\NC(N)=S
7. O=C1N=c2ccccc2=C/C1=C\N(O)c1ccccc1
8. O=S(=O)(c1ccccc1)n1cc2c(c1)-c1nc(Nc3ncccn3)sc1CC2
9. CC[C@H]1OC(=O)[C@H](C)[C@@H](O[C@H]2C[C@@](C)(OC)[C@@H](O)[C@H](C)O2)[C@H](C)[C@@H](O[C@@H]2O[C@H](C)C[C@H](N(C)C)[C@H]2O)[C@](C)(OC)C[C@@H](C)C(=O)[C@H](C)[C@@H](O)[C@]1(C)O
10. COc1cccc2c1CCCC2
Compound	6	7	8	9	10
HOP-92	88.2	96.5	22.0	nt	80.0
RPMI-8226	72.1	95.9	71.3	112.6	96.5
A549/ATCC	nt	100.4	35.2	102.5	104.5
M14	76.7	107.5	45.8	104.9	99.7
CCRF-CEM	53.9	92.0	73.1	108.6	92.1
EKVX	nt	98.3	72.4	100.5	89.7
MDA-MB-435	82.1	107.4	61.5	107.8	90.1
HOP-62	nt	92.8	22.1	113.1	92.1

11. NC(=O)CSc1ccc(Cl)cc1
12. c1ccc(-c2c[nH]c(-c3ccccc3)c2)cc1
13. CCN(CC)C1CCC(N)CC1 (stereo not drawn)
14. CCN(CC)CCCC(C)Nc1ccnc2cc(Br)ccc12 (stereo not drawn)
15. COc1c2occc2c(OC)c2c(=O)c(-c3cc(-c4ccc(F)cc4)c(C#N)c(=O)[nH]3)c(C)oc12
Compound	11	12	13	14	15
HOP-92	94.2	98.4&73.1	105.5	69.7	65.7
RPMI-8226	107.8	97.8	104.8&100.4	87.6	95.5
A549/ATCC	102.3	105.2&87.3	101.1&104.7	108.4	101.6
M14	97.1	93.4&97.7	97.2&103.7	100.5	94.9
CCRF-CEM	108.2	91.6&85.6	105.1&96.7	89.1	93.5
EKVX	97.1	78.7	99.9	89.5	102.5
MDA-MB-435	101.1	105.7&96.8	102.8&108.4	108.6	106.7
HOP-62	101.7	98.9	102.1&97.2	103.8	95.0

16. CCCC(C)(C)c1cc(C(C)C)cc(C(C)(C)CCC)c1O
17. CC(c1ccc2ccccc2c1)c1ccccc1C(=O)O (stereo not drawn)
18. CC(C)C(O)C(C)(C)C(O)C#N (stereo not drawn)
19. Cc1ccc(S(=O)(=O)N/N=C2\COC(C)C2)cc1 (stereo not drawn)
20. CCCCOC(=O)C1OC(Oc2ccc3c(C)cc(=O)oc3c2)[C@@H](O)C(O)C1O (stereo partly drawn)
Compound	16	17	18	19	20
HOP-92	102.0	92.5	106.4	106.1	97.3
RPMI-8226	97.1	98.1	110.8	101.7	103.7
A549/ATCC	87.6	88.8	108.8	91.9	95.6
M14	107.8	124.4	95.6	96.3	94.2
CCRF-CEM	90.0	89.8	111.2	102.5	101.5
EKVX	nt	109.4	nt	nt	90.3
MDA-MB-435	88.2	103.6	104.7	97.7	99.5
HOP-62	105.7	96.9	97.7	107.7	97.9

21. COc1ccc(C2=NN(C=O)C(c3ccc(OS(=O)(=O)c4ccc(C)cc4)c(OC)c3)C2)cc1 (stereo not drawn)
22. Cn1ncc2c(=O)[nH]c(=S)[nH]c21
23. NC1=C(C/C(N)=N\O)C(c2ccccc2Cl)c2c(ccc3ccccc23)O1 (stereo not drawn)
24. NCCCc1ccc2c(c1)oc1ccccc12
25. NC(N)=NCC1COC2(CCCCC2)O1 (stereo not drawn)
Compound	21	22	23	24	25
HOP-92	32.8	96.8	75.7	nt	nt
RPMI-8226	40.3	109.3	81.9	91.4	102.6
A549/ATCC	42.6	96.6	87.3	88.0	101.8
M14	58.8	91.3	59.8	102.6	96.6
CCRF-CEM	37.9	120.9	79.8	89.1	104.4
EKVX	nt	nt	80.9	96.6	105.0
MDA-MB-435	14.1	103.2	3.5*	99.4	109.5
HOP-62	61.3	99.9	78.2	104.2	97.7

26. O=S(=O)(O)c1ccc(N=Nc2ccc(N=Nc3ccc(O)cc3)cc2)cc1
27. O=C(O)/C=C\C(=O)Nc1ccc(O)cc1
28. CCCCCCCCn1ccc2cc(NC(=O)CN3CCN(c4cc(C)nc(Cl)n4)CC3)ccc21
29. CSc1nc(SCc2ccccc2)[nH]c(=O)n1
30. S=C1Nc2c(sc3ccc(Cl)cc23)C(c2cccc(Br)c2)N1 (stereo not drawn)
Compound	26	27	28	29	30
HOP-92	96.8	104.1	81.1	nt	103.6
RPMI-8226	98.2	103.1	73.5	105.0	nt
A549/ATCC	105.5	94.7	87.4	104.8	107.9
M14	101.6	92.9	89.4	127.4	93.7
CCRF-CEM	98.3	101.3	-35.7*	98.9	116.1
EKVX	105.5	103.3	64.4	108.7	87.7
MDA-MB-435	103.0	104.7	84.1	104.5	102.4
HOP-62	89.7	97.1	118.5	98.6	84.6

# Profiles as entered above.
# Profile of CCCCCCCCn1ccc2cc(NC(=O)CN3CCN(c4cc(C)nc(Cl)n4)CC3)ccc21 = HOP-92 = 81.1; RPMI-8226 = 73.5; A549/ATCC = 87.4; M14 = 89.4; CCRF-CEM = -35.7*; EKVX = 64.4; MDA-MB-435 = 84.1; HOP-62 = 118.5
# Profile of COc1cccc2c1CCCC2 = HOP-92 = 80.0; RPMI-8226 = 96.5; A549/ATCC = 104.5; M14 = 99.7; CCRF-CEM = 92.1; EKVX = 89.7; MDA-MB-435 = 90.1; HOP-62 = 92.1

# New compounds follow
31. CCOc1ccc2nc(NC(=O)c3ccc(C(C)(C)C)cc3)sc2c1
32. C=Cc1cc(C)cc(OC)c1O
33. O=P(O)(O)c1cccc(Cl)c1
34. FC(F)(F)c1cc2n(n1)-c1ncc(Br)cc1Oc1ccccc1-2
35. Cc1ccc([N+](=O)[O-])cc1NC(=O)Nc1ccc(S(N)(=O)=O)cc1
Compound	31	32	33	34	35
HOP-92	nt	67.6	107.3	70.9	90.3
RPMI-8226	62.5	90.6	99.2	92.3	73.3
A549/ATCC	88.3	103.2	105.4	83.6	94.7
M14	85.7	110.2	103.0	101.6	99.7
CCRF-CEM	93.0	97.3	100.3	95.9	95.7
EKVX	59.9	105.5	96.0	100.0	105.3
MDA-MB-435	97.8	91.9	99.3	97.8	100.8
HOP-62	113.5	nt	103.4	59.7	95.5

# More results follow.
nr	SMILES	HOP-92	RPMI-8226	A549/ATCC	M14	CCRF-CEM	EKVX	MDA-MB-435	HOP-62
36	CC(=O)OC1C(COS(C)(=O)=O)OC(OC2(COS(C)(=O)=O)OC(COS(C)(=O)=O)C(OC(C)=O)C2OC(C)=O)C(OS(C)(=O)=O)C1OC(C)=O (stereo not drawn)	99.1	105.5	97.5	98.0	108.4	101.7	102.6	89.6
37	CCN(CC)CCOC(=O)c1cccnc1	nt	91.4	nt	101.7	nt	nt	96.3	94.6
38	CC(=O)Nc1ccc(O)c(C)c1	100.1	105.3	88.1	100.4	95.4	111.6	107.9	98.0
39	COc1nc2c(cc1S(=O)(=O)c1ccccc1)CCc1c-2cnn1-c1ccccc1	22.1	62.6	57.7	80.7	68.6	nt	69.3	81.3
40	COc1ccc(C(=O)c2ccc(OC)c(OC)c2OC)cc1	41.5&59.6	27.4&35.3	41.3&47.0	16.9&24.5	37.3	39.0&48.1	-29.5*	25.5&41.7
41	O=C(NNC(=O)c1ccc(OCc2nc3ccc(Cl)cc3[nH]2)cc1)Nc1ccc(Cl)c(Cl)c1	62.1	101.7	60.2	56.4	88.5	91.9	26.7	65.4
42	Cc1ccc(S(=O)(=O)Oc2ccc([N+](=O)[O-])cc2[N+](=O)[O-])cc1	65.3	53.2	103.9	-8.5*	23.0	100.7	25.2	115.5
43	CC(=O)O[C@H]1CC[C@@]2(C)[C@@H](CC[C@@H]3[C@@H]2CC[C@@]2(C)[C@H]3CC[C@]2(O)C(C)=O)C1	100.9	88.1	92.1	99.3	98.9	87.1	103.6	95.3
44	CC(=O)C(=Cc1ccc(O)cc1)C(C)=O	86.1	47.6&94.2	99.0&94.5	105.6&89.3	89.0&84.6	102.7	99.6&80.9	112.8&92.2
45	C[C@H]1CN2C(=O)/C=C/C=C/C=C/[C@@](C)(O)[C@@H](O[C@@H]3OC[C@@H](O)[C@H](O)C3N)\C=C/C=C/C=C/C=C\[C@@H]2[C@@H]1O (stereo partly drawn)	124.8	102.3	105.6	nt	93.4	96.3	104.5	97.0
46	CCO/C=C1\SC(=O)NC1=Nc1cccc(O)c1	nt	104.9	102.8	102.3	106.8	99.3	100.5	102.6
47	COc1ccc(NC(=O)C2=C(C)Nc3ncnn3C2c2ccccc2Cl)cc1 (stereo not drawn)	nt	96.8	106.2	113.6	99.5	93.5	101.5	121.5
48	COc1ccc(/C=C/C(=O)c2ccc(NC(=O)c3ccccc3CN3C(=O)c4ccccc4C3=O)cc2)c(OC)c1	94.5	nt	96.0	99.0	87.1	81.0	83.1	92.1
49	Cc1cc(N=C2C=CC(=O)C=C2)ccc1O	84.9	90.5	99.7	102.2	90.1	104.5	115.6	100.5
50	O=C(Nc1ccc(OCc2ccccn2)c(Cl)c1)c1cnccn1	105.1	90.9	92.7	101.8	95.5	98.8	91.8	114.0
51	Cc1cc(=O)[nH]n1-c1ccc(Cl)cc1N	111.2	103.4	102.1	117.8	nt	126.9	118.0	103.5
52	O=C(Nc1cccc2c1C(=O)c1cccc(Cl)c1C2=O)c1ccccc1	79.1	92.1	98.5	106.6	76.1	63.6	92.7	99.3
53	O=C1OC(CN(Cc2ccccc2)Cc2ccccc2)CN1/N=C/c1ccc([N+](=O)[O-])o1 (stereo not drawn)	69.7	70.3	nt	77.3	59.1	nt	nt	94.5
54	CN(C)S(=O)(=O)Oc1ccc(-c2ccc3occc3c2)cc1	113.0	85.9	104.1	104.1	48.4	103.8	108.0	108.6
55	CC1CCC(C)N1CCCCN1C(C)CCC1C (stereo not drawn)	118.1	96.8	99.7	95.5	99.0	91.8	96.2	102.8
56	N#C/C(=C\c1c[nH]c2ccccc12)C(N)=O	nt	90.7	103.7	99.3	105.1	95.3	107.2	88.9
57	CC(C)(C)NC(=O)C(OC(=O)C1CC1c1ccc(F)c(F)c1)c1ccc(Cl)cc1 (stereo not drawn)	90.3	98.2	96.6	96.3	95.1	100.1	109.0	93.8
58	C=C(C)[C@@H]1CC[C@]2(C(=O)O)CC[C@]3(C)[C@H](CC[C@@H]4[C@@]5(C)C[C@@H](CC#Cc6ccc(Cl)cc6Br)[C@H](O)C(C)(C)[C@@H]5CC[C@]43C)[C@@H]12	nt	39.0	25.0	72.4	47.7	49.8	96.5	65.7
59	COc1ccc(C(=O)C(c2c[nH]c3ccccc23)c2c[nH]c3ccccc23)cc1	82.8	63.9	59.0	69.1	54.3	76.7	77.4	89.4
60	O=C(C[n+]1cccc(Br)c1)c1ccc2ccccc2c1	95.5	116.6	114.8	112.2	107.8	nt	107.2	98.2
61	CCN1C(=O)/C(=N\N=C(/C)c2ccc3c(c2)Nc2ccccc2S3)c2cc(Br)ccc21	56.5	33.6	58.2	70.7	44.9	36.1	55.1	73.8
62	O=C(N/N=C/c1occc1Br)c1[nH]c2ccc(Br)cc2c1-c1ccccc1	-74.1*	-4.5*	-41.7*	-84.5*	4.7*	-94.1*	-90.4*	-69.1*
63	C[C@@H]1CC[C@@H]2[C@@H]1[C@H](OC(=O)/C=C/c1ccccc1)[C@]1(C3CCCCC3)C[C@@H](NC(=O)CO)[C@@]2(C)O1	94.4	100.2	100.8	nt	99.2	98.4	94.3	112.3
64	COc1ccc(-c2cc(-c3cn(-c4ccccc4)nc3-c3ccc(OCc4ccccc4)cc3)[nH]c(=O)n2)cc1	99.6	85.1	74.9	87.3	95.9	87.7	89.7	81.1
65	CC(=O)C1CCC2C3CCC4=CC(=O)CC4(C)C3CCC12C (stereo not drawn)	80.3	68.1	101.8	97.9	84.5	95.9	117.0	87.0
66	COc1ccc(NC(=S)Nc2ccc(NCc3nc4sc5c(c4c(=O)[nH]3)CCCC5)cc2)cc1	87.8	101.3	98.8	99.2	98.7	100.2	113.2	92.3
67	COc1cc2oc(-c3cccc(NC(=O)c4ccc(F)cc4)c3)cc(=O)c2c(OC)c1OC	28.0	28.5	68.5	62.4	30.1	83.8	76.7	87.2
68	N=c1c2cc(-c3ccccc3)oc2ncn1/N=C/c1ccccc1	92.0	99.1	71.2	nt	64.0	86.5	7.7*	87.4
69	CC(=O)c1c(O)c(C)c(O)c2c1OC1=CC(=O)C(C(C)=O)C(=O)C12C (stereo not drawn)	-0.1*	41.6	96.0	67.6	nt	51.9	78.5	74.3
70	COc1ccc(OC)c(C(=O)/C=C/c2cc3c(c(OC)c2OC)OCO3)c1	62.2	6.1*	62.7	78.6	40.1	73.0	63.2	100.5
71	O=c1c2sc3ncccc3c2nc2ccccn12	106.5	101.9	106.6	102.5	100.2	96.5	103.2	100.3
72	CCOC(=O)C/C(=N\Nc1cc(=O)[nH]c2ccc(C)cc12)C(=O)OCC	79.8	91.3	107.0	105.6	-57.2*	109.1	98.6	107.1
73	COc1ccc(-c2n[nH]nc2-c2cc3ccccc3s2)cc1O	49.9	21.1	15.0	12.4	16.0	41.9	-32.9*	24.1
74	Cc1ccc(CN(C)Cc2nc3c(Br)cc(Br)cc3c(=O)[nH]2)cc1	56.7	75.2	102.7	109.3	63.9	104.9	102.0	110.2

# Compound activity from PubChem.
